# CSN deneddyl inh – inhibitors of human CSN-mediated cullin deneddylation; hit rate 0.38% among 360,000; Purified CSN, SCF-Nedd8-OG deneddylation, fluorescence polarization; inhibition, % at 12.5 µM;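 active = pattern-corrected inhibition above about 35%, with an unprinted fluorescence ratio check between 0.5 and 1.5, limit read from the data, passing the limit was not always enough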;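 also: 0% = enzyme with substrate and 100% = substrate without enzyme; some results filed as inactive read as strong as hits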
#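 Assay system: purified human Csn5 enzyme expressed in HEK293T cells; measure: % inhibition; also added: SCFSkp2-Nedd8OG substrate at 10 nM final; technique: fluorescence polarization; times: reaction 90 min, room temperature; medium: Tris buffer pH 7.5, NaCl, DTT, Tween-20, trehalose, ovalbumin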
# Rin1-Abl PPI inh – inhibitors of human Rin1-Abl protein interaction. TR-FRET Rin1/Abl binding, biochemical. inhibition, % at 7.35 µM. hit rate 0.4% among 360,000. AID 588664; in the data active = inhibition above about 5%, passing the limit was not always enough
# Neddyl block – blocks human cullin neddylation | P61081+Q13564 | TR-FRET cullin neddylation, biochemical | calls only at 25 µM | hit rate 0.58% among 360,000 | AID 651699; in the data active = inhibition above about 36%
# NadD inh – NadD (S. aureus) enzyme inhibition. purified NadD enzyme, colorimetric absorbance read-out. inhibition, % at 20 µM. hit rate 0.78% among 360,000. AID 602399; in the data active = inhibition above about 26%; also: some compounds past the cut are filed as inactive
# PABP1 MLLE inh – inhibitors of microRNA-mediated deadenylation, human PABP1 MLLE binding; P11940; GST-MLLE / FITC-PAM2 fluorescence polarization; inhibition, % at 20 µM; hit rate 0.36% among 360,000; AID 588489; in the data active = inhibition above about 35%, passing the limit was not always enough;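 also: plate controls were DMSO wells with GST-MLLE for no effect and wells lacking GST-MLLE protein for full effect; some results filed as inactive read as strong as hits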
# Target sequence (P11940 whole entry, looked up): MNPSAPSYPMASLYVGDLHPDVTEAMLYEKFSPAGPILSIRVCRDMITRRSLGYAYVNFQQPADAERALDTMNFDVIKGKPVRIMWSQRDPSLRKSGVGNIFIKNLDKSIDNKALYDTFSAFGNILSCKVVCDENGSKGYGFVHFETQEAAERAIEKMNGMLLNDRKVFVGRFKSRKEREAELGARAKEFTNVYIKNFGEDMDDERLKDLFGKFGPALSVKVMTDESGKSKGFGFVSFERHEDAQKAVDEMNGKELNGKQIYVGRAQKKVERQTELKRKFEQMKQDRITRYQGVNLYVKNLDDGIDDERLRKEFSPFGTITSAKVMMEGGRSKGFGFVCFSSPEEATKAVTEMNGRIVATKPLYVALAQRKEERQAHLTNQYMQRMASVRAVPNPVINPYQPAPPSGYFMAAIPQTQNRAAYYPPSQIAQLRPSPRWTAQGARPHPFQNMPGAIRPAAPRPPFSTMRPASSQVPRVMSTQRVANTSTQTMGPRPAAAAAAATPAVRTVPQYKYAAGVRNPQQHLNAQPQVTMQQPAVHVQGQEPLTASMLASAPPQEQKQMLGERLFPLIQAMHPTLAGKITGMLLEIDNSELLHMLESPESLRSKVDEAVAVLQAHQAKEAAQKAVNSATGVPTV
# FAS-TE inh – inhibitors of human fatty acid synthase thioesterase domain | recombinant FAS-TE, OMFH fluorogenic substrate, fluorescence endpoint | inhibition, % at 15 µM | AID 602261 | hit rate 0.67% among 360,000 | P49327;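 active = compounds whose normalised, plate-corrected inhibition of enzyme fluorescence in the single-dose primary screen is 50% or more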;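 also: 0% = DMSO with enzyme and 100% = substrate without enzyme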
# SKN-1 inh – C. elegans SKN-1 inhibition; inhibition, % at 21.8 µM; hit rate 0.49% among 360,000; C. elegans VP596 Pgst-4::GFP/RFP ratio, acrylamide-induced, 24 h;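 active = interference check ratio from 0.5 to 1.5 plus GFP to RFP signal ratio inhibition reaching or exceeding a fixed threshold, cut at about 30% in these data, passing the limit was not always enough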; also: some compounds called inactive have numbers as strong as hits
# MT1-MMP act inh – blocks activation of human MT1-MMP. AID 651647. hit rate 0.061% among 360,000. GFP/RFP ratio change, % at 20 µM. HT1080 RFP-PRO-GFP cells, GFP/RFP ratio fluorescence, overnight; percent of plate control window, DMSO zero;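 active = GFP/RFP ratio change of at least 30% with cell ATP level not reduced by more than half and red fluorescence within 50% of control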; also: strong numbers were not always called active
#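 Assay system: RFP-PRO-GFP reporter HT1080 cells; read-out basis: GFP/RFP fluorescence ratio; benchmarks: DMSO wells and RFP-L50D-GFP cells; doses: 20 µM single dose, 1% DMSO; schedule: overnight cell settling, then overnight compound exposure, 37 °C, 5% CO2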
# Rpn11 inh – Rpn11 (human) deubiquitinase inhibition; O00487; human 26S proteasome, Ub4-pepOG fluorescence polarization; 20S core pre-blocked with epoxomicin; calls only at 20 µM; hit rate 0.59% among 360,000; AID 588493;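 active = inhibition at 20 µM, scaled to each plate's controls, above about 33%, limit read from the data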
# Target sequence (O00487 whole entry, looked up): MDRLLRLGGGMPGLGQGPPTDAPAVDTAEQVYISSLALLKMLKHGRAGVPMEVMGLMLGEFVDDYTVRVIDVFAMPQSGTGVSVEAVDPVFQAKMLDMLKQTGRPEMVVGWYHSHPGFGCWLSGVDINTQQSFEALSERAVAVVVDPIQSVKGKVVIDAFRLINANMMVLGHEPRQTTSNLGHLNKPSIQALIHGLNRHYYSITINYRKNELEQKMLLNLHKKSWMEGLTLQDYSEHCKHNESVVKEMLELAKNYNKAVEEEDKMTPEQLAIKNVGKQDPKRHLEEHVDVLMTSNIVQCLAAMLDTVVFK
# Starred values were filed as active, the others as inactive; i = inactive; . = no result given.
SMILES,CSN deneddyl inh,Rin1-Abl PPI inh,Neddyl block,NadD inh,PABP1 MLLE inh,FAS-TE inh,SKN-1 inh,MT1-MMP act inh,Rpn11 inh
O=C(Nc1ccccc1C(=O)NC1CCCCC1)c1ccccc1,1,-1,i,-5,11,14,15,-1,i
CC(C)(C)CC(=O)NCc1cccs1,-9,7,i,-4,12,-3,-1,1,i
COCCNC(=O)C(c1ccc(C)o1)N(C(=O)Cn1nnc2ccccc21)c1ccccc1 (stereo not drawn),-2,0,i,-5,10,-6,6,1,i
COc1ccc(S(=O)(=O)N(C)C[C@H]2Oc3c(NC(=O)NC4CCCCC4)cccc3C(=O)N([C@H](C)CO)C[C@@H]2C)cc1,-3,2,i,-4,7,6,1,-2,i
Nc1ccc(N(c2ccccc2)c2ccc(N)cc2)cc1,0,3,i,22,-6,-18,-8,-4,i
Cc1ccc(NC(=O)C(Cc2ccccc2)NC(=O)OCc2ccccc2)cc1C (stereo not drawn),3,-2,i,-11,10,11,14,-21,i
COc1ccccc1CCC(=O)Nc1ccc2c(c1)CN(Cc1ccc(CO)o1)CC2,-1,3,i,9,-15,-4,-15,-3,i
COC(=O)c1ccc(CNC(=O)COC(=O)c2ccc(N(C)C)cc2)cc1,4,2,i,17,6,-2,-1,4,i
CCCN(CCC)C(=O)Cc1coc2ccc3ccccc3c12,0,-1,i,4,4,12,0,-20,i
Cc1ccc(S(=O)(=O)NNC2=NS(=O)(=O)c3ccccc32)c(C)c1,-3,8,i,2,5,-7,7,10,i
CC(=O)Nc1ccc(S(=O)(=O)NCCC(=O)Nc2cccc(Cl)c2)cc1,-2,5,i,-1,14,-2,9,-3,i
C=CCn1c(C2CCCCC2)n[nH]c1=S,1,-4,i,-6,-8,-2,-3,-3,i
Cc1onc(-c2c(Cl)cccc2Cl)c1C(=O)NCCc1ccc(S(N)(=O)=O)cc1,-2,1,i,4,2,-8,-12,-4,i
CNC(=S)Nc1ccc(-c2nc3ccc(C)cc3s2)cc1,-8,0,i,10,-24,5,18,2,i
COC(=O)c1cc2c(cc1[N+](=O)[O-])OCO2,3,2,i,-5,-4,-3,-5,-1,i
O=C(O)c1ccc(NS(=O)(=O)c2cccc3cccnc23)cc1,0,0,i,-13,7,-3,2,1,i
Cc1nnc(NC(=O)CSc2nc(N)c(NC(=O)c3cccs3)c(=O)[nH]2)s1,4,-1,i,-2,16,-5,-6,-2,i
CCOP1(=O)C=C(C(C)(C)C)OC1c1ccc(F)cc1 (stereo not drawn),-7,0,i,5,2,-2,-17,5,i
CC(=O)c1cc(F)c(N2CCN(CCC#N)CC2)cc1C,-2,-4,i,1,7,-5,-5,1,i
CC[C@@H](C)C(NC(=O)OC(C)(C)C)c1cn([C@@H](CCC(=O)OC(C)(C)C)C(=O)N2CCN(C(=O)OC(C)(C)C)CC2)nn1 (stereo partly drawn),-4,-2,i,2,12,0,5,-8,i
Cc1cccc(N2CCN(C(=O)Cn3cccc3C(=O)c3ccccc3)CC2)c1C,5,2,i,12,2,25,0,-1,i
COc1ccccc1C(C(=O)c1ccccc1)c1ccc2ccccc2c1 (stereo not drawn),0,.,i,.,.,.,-5,-5,.
NC(=O)CSc1nnc(-c2cc(-c3cccs3)nc3ccccc23)o1,-1,0,.,-3,-5,-4,-6,-4,i
O=C(Nc1ccc(N2CCOCC2)c(Cl)c1)c1ccc(F)cc1,3,1,i,-2,-3,0,17,13,i
Fc1ccc2nc(-c3ccccc3)nc(SCc3nnc(-c4ccccc4)o3)c2c1,5,-3,i,-4,7,24,0,-5,i
CCNC(=O)COC(=O)CCNC(=O)c1ccc(Cl)cc1,-2,-2,i,-6,-4,-6,5,-1,i
O=C(Cc1ccccc1[N+](=O)[O-])NNC(=O)c1ccncc1,1,1,i,6,5,0,-10,2,i
O=C(NCCc1ccccn1)c1c(-c2ccsc2)sc2ccccc12,4,-1,i,1,-22,0,-8,-1,i
COc1cccc(NC(=O)C2CCC(CNS(=O)(=O)c3cccc4cccnc34)CC2)c1 (stereo not drawn),2,3,i,-1,-2,4,6,0,i
O=C(NCCc1ccc(Cl)cc1)c1cc(S(=O)(=O)N2CCCC2)ccc1F,4,-1,i,-3,-7,9,0,-1,i
CCSc1nccc(-c2nn(-c3ccc(C)cc3)ccc2=O)n1,0,-2,i,5,22,2,6,-5,i
Oc1ccc(Cl)c(CN2CCN(c3ncc(Cc4ccccc4)cn3)CC2)c1,-4,.,i,.,.,.,13,4,.
Cn1c(=O)cc(SCC(=O)N2CCN(c3ccccc3)CC2)c2ccccc21,5,-34,i,-3,15,15,17,-1,i
Fc1ccc(-c2csc(-c3ccncc3)n2)cc1,-1,-7,i,-1,5,10,70*,-5,i
COc1ccc(NC(=S)NN(C)C(=S)Nc2ccc(OC)cc2)cc1,-8,1,i,3,28,-9,-16,4,i
Cc1ccc(N2CC(O)=C(c3nc4ccccc4c(=O)[nH]3)C2=N)cc1C,5,2,i,16,-7,15,9,2,i
CCN(CC(=O)Nc1c(F)cccc1F)C(=O)c1ccc2ccccc2n1,4,0,i,-5,-1,-8,-16,12,i
Cc1ccc(NC(=O)Nc2cccs2)cc1,1,-3,i,2,5,-4,11,1,i
CC(=O)c1ccc(C(=O)N2CCc3c([nH]c4ccccc34)C2c2ccccn2)s1 (stereo not drawn),-1,2,i,7,5,9,12,-11,i
COc1cc2c(cc1OC)C(C)N(C(=O)c1ccc(Cl)c(S(=O)(=O)N3CCCCC3)c1)CC2 (stereo not drawn),1,0,i,-3,-2,16,-8,-3,i
CCC(C)NC(=O)C1CCN(S(=O)(=O)c2ccc(Br)s2)CC1 (stereo not drawn),-8,1,i,-1,-18,-4,7,1,i
CCNc1nc(NC(C)C)nc(Oc2ccc(OCc3ccccc3)nn2)n1,-5,-2,i,4,3,-3,16,6,i
O=C(CCS(=O)(=O)c1ccc(Br)cc1)Nc1cc(F)ccc1F,-4,-1,i,-7,-1,-4,2,-5,i
COc1ccccc1C(=O)C1CCCN(C(=O)C2CCCC2)C1 (stereo not drawn),-2,0,i,-10,8,-8,-7,-2,i
Cc1ccc(C(=O)OCC(=O)NCCc2ccccc2)cc1S(=O)(=O)N1CCOCC1,2,-5,i,2,-35,2,13,0,i
COc1ccc(S(=O)(=O)N2CCC(C(=O)NCC3CCCO3)CC2)cc1OC (stereo not drawn),-3,1,i,-4,4,-1,0,-2,i
O=C(CSc1nnc(Cc2ccccc2)n1-c1cccc(Cl)c1)N1CCOCC1,-1,3,i,-6,3,-6,-8,-4,i
Cc1cccc(NC(=O)CSCC(=O)Nc2ccccc2C(=O)N2CCCCC2)c1,0,1,i,5,5,-3,8,-1,i

# Three of the entries above in order of their number in CSN deneddyl inh, high to low.
SMILES	CSN deneddyl inh	Rin1-Abl PPI inh	Neddyl block	NadD inh	PABP1 MLLE inh	SKN-1 inh	MT1-MMP act inh	Rpn11 inh
Cc1ccc(N2CC(O)=C(c3nc4ccccc4c(=O)[nH]3)C2=N)cc1C	5	2	i	16	-7	9	2	i
COc1cccc(NC(=O)C2CCC(CNS(=O)(=O)c3cccc4cccnc34)CC2)c1 (stereo not drawn)	2	3	i	-1	-2	6	0	i
COc1ccc(S(=O)(=O)N2CCC(C(=O)NCC3CCCO3)CC2)cc1OC (stereo not drawn)	-3	1	i	-4	4	0	-2	i

# (more compounds)
SMILES,CSN deneddyl inh,Rin1-Abl PPI inh,Neddyl block,NadD inh,PABP1 MLLE inh,FAS-TE inh,SKN-1 inh,MT1-MMP act inh,Rpn11 inh
CCc1ccc(C(=O)NCc2ccc(Cl)cc2Cl)cc1,-1,-3,i,-4,-25,32,17,-1,i
COC(=O)c1ccc(C23CC4(C2)[C@H](CN(Cc2ccc(C(F)(F)F)cc2)[C@@H]4c2ccccc2)C3c2ccccc2)cc1 (stereo partly drawn),5,3,i,9,2,22,-5,3,i
O=c1[nH]c(=O)n(-c2ccccc2)c2c1C(C(F)(F)F)(C(F)(F)F)N=C(C1CCCCC1)N2,0,0,.,-3,12,1,1,-4,i
Cc1cc(C)n2nc(C(=O)OCC(=O)N3CCC3)nc2n1,2,4,i,-9,0,-5,-11,-2,i
Cc1cccc(NC(=S)NCCc2ccc(F)cc2)c1C,8,-1,i,0,-14,6,-17,0,i
O=C(Cc1ccccc1)N(c1ccccc1)c1ccccc1,3,-5,i,-5,-1,-3,0,4,i
Cc1cc(Br)cn2c(Cc3ccccc3C(F)(F)F)c(-c3ccccc3)nc12,2,.,i,17,.,26,18,1,.
O=C(COC(=O)c1cccs1)Nc1ccccc1Cl,3,2,i,2,-6,2,3,1,i
CC1(C(=O)NCC2CCOCC2)Cc2c(-c3cccc(C(N)=O)c3)ccnc2O1 (stereo not drawn),-3,0,i,-7,14,-5,0,-1,i
O=C(NCc1ccc2c(c1)OCO2)C1CCN(c2nccc(C(F)(F)F)n2)CC1,-2,-2,i,-2,-5,-7,1,1,i
O=C(/C=C\c1cn(-c2ccccc2)nc1-c1ccccc1)Nc1nccs1,-14,1,.,17,14,1,2,2,i
COc1ccccc1NC(=O)CSc1nnnn1-c1ccc(C)cc1,-1,2,i,-5,3,7,4,1,i
CCCC[C@@H]1CC2=C(C(=O)OC(C)(C)O2)[C@H](c2ccc(C(C)C)cc2)O1,0,.,i,-4,.,29,-4,-1,.
CCc1nc2c(cnn2-c2ccc(Cl)cc2)c(=O)n1-c1ccc(OC)cc1,-1,-1,i,-2,-2,23,15,-12,i
Cc1ccc(/C=C2\C(=O)Nc3ccccc32)o1,2,-2,i,-1,23,-4,9,-3,i
O=C(COc1ccccc1F)NCC(c1ccco1)N1CCCC1 (stereo not drawn),4,3,i,5,8,-5,-3,-1,i
Cc1[nH]c2ccc(F)cc2c1CCN(Cc1cccnc1)C(=S)Nc1ccc(F)cc1,0,2,i,5,-20,14,7,3,i
COc1ccc(-c2cc3c(=O)n(CC(=O)N4CCCCC4)ncn3n2)cc1,-2,-1,.,-5,-3,0,-13,2,i
COC(=O)C1=C(O)/C(=C\c2ccc(CNC(=O)C(=O)Nc3ccc(C)cc3)o2)N=C1C,36*,3,i,32*,-10,-1,16,-11,i
Cc1nc(C(C)N(C)Cc2nc(-c3ccc4c(c3)OCO4)no2)c(C)s1 (stereo not drawn),-8,-3,i,2,18,-2,2,1,i
CC(=O)Oc1cccc(N2C(=O)c3ccc(C(=O)Nc4cccnc4)cc3C2=O)c1,-2,2,i,-9,10,-9,-3,0,i
COc1ccccc1C(=O)N1CCC(N2CCN(c3ccccc3OC)CC2)CC1,3,1,i,-2,7,-4,-5,2,i
O=C1CCc2cc(Br)ccc2O1,2,-1,i,-2,5,-3,11,1,i
Cc1ccc(S(=O)(=O)N2CC(O)CC2C(=O)Nc2ccc3c(c2)CCC3)cc1 (stereo not drawn),-2,5,i,1,-5,0,15,6,i
Cc1cc[n+]2cc(-c3cccc([N+](=O)[O-])c3)c(-c3cccc([N+](=O)[O-])c3)cc2c1,9,0,i,32*,-16,-19,3,-2,i
CC1=C[C@@H](C)[C@@H](c2ccccc2)OC1=O,-2,-1,i,-11,-1,-7,-7,2,i

# Outcome played no part in choosing rows (roughly 3.9% active in at least one column).
